FBPA Giardia inh – blocks Giardia fructose-bisphosphate aldolase activity | A8B2U2 | hit rate 0.71% among 290,000 | AID 2451 | Potency, µM (doses to about 59.6 µM), for inactives: at the highest dose activity, negative = inhibition, hits mostly inhibitors | purified Giardia FBPA; further: potency means the concentration at half of the fitted maximal effect; nearly all actives have a fitted effect of over 55% in size
Target sequence (A8B2U2 whole entry, looked up): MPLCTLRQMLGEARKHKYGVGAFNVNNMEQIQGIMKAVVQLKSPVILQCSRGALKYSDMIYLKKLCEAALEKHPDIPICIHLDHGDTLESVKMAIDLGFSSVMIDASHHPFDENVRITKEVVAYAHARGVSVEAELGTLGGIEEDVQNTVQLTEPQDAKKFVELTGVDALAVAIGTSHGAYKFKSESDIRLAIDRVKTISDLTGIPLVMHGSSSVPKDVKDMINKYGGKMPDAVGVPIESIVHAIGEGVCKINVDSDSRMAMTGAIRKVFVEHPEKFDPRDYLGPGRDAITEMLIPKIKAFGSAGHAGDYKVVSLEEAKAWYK
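Giardia FBPA (40 nM reagent) was preincubated 10 min at RT with compound (up to 57.5 uM final), then substrate plus GAPDH/TPI/NAD/arsenate coupling system with diaphorase/resazurin was added; resorufin fluorescence (525/598 nm) was read after 20 min.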
HCV inh – blocks hepatitis C virus | Huh7.5.1 HCVcc-Cre infection, luciferase reporter, 44 h | Potency, µM (series often up to 41.8 µM), for inactives: top-dose activity change, negative = inhibition, actives largely listed as inhibitors | hit rate 3.4% among 340,000 | AID 651820; further: potency means the concentration at half of the fitted maximal effect
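Reporter virus HCVcc-Cre (~0.5 moi) infects cells exposed to compound; seeding density 1,000 cells/well with 4 h settling beforehand. Luminescence, 15 sec read, taken 44 h post-infection following a 15 min RT substrate incubation.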
Sm TGR inh – inhibitors of Schistosoma mansoni thioredoxin glutathione reductase; hit rate 3% among 360,000; Q962Y6; purified TGR, DTNB reduction, TNB absorbance 405 nm; Potency, µM (doses to about 114 µM), inactives show at the highest dose activity change, negative = inhibition, most hits filed as inhibitors; further: potency means the concentration at half of the fitted maximal effect; nearly all actives have a fitted effect of over 60% in size
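TGR 20 nM + NADPH 100 uM (dispensed conc.), cpd preinc 15 min RT; start with NADPH (500 uM addition) then DTNB (15 mM addition). Kinetic TNB absorbance, 405 nm filter. Four-parameter Hill fit across titration.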
AmpC detergent – AmpC beta-lactamase inhibition with detergent present; AID 485294; P00811; hit rate 0.041% among 370,000; Potency, µM (highest dose often 114 µM), without a hit: at the top dose activity change, negative = inhibition, actives largely listed as inhibitors; AmpC hydrolysis of nitrocefin, absorbance 480 nm, 0.01% Triton;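 further: potency means the concentration at half of the fitted maximal effect; 0% = no-compound wells and -100% = no-enzyme wells; nearly all actives have a fitted effect of over 25% in size; some results filed as inactive show a strong effect at the top dose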
Target sequence (P00811 whole entry, looked up): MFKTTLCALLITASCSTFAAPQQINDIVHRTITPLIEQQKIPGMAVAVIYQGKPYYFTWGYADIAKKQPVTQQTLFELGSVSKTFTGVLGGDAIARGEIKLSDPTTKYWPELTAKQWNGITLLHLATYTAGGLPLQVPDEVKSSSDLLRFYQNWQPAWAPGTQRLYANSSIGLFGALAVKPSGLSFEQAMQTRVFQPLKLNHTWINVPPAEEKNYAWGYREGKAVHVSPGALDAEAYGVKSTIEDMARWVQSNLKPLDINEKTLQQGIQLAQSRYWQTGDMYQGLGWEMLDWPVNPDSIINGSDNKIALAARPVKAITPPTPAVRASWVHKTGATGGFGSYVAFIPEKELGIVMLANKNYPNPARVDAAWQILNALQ
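AmpC (5.3 nM in the dispensed reagent) in 20 mM phosphate pH 7.0 with 0.01% (detergent screen) or 0.0001% Triton X-100 was preincubated with compounds for 15 min at room temperature. Nitrocefin was then added from an 800 uM solution, and hydrolysis was followed at 480 nm.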
AmpC no deterg – AmpC beta-lactamase inhibition without detergent; P00811; AmpC nitrocefin hydrolysis, absorbance 480 nm, 0.0001% Triton; Potency, µM (highest dose often 57.1 µM), inactives show top-dose activity change, negative = inhibition, actives largely listed as inhibitors; hit rate 0.52% among 330,000;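 further: potency means the concentration at half of the fitted maximal effect; plate controls were no compound for no effect and no enzyme for full effect; nearly all actives have a fitted effect of over 20% in size; some results filed as inactive show a strong effect at the top dose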
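20 mM phosphate pH 7.0 + 0.01% (detergent screen) or 0.0001% Triton X-100; 5.3 nM AmpC reagent; cpd preinc 15 min RT; nitrocefin (800 uM stock) to start; A480 q20 s × 4 min; Activity was normalised to no-enzyme and no-compound control wells.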
HCMV inh – inhibitors of human cytomegalovirus | HFF cells, HCMV-luciferase reporter, 72 h; active compounds read low | hit rate 4.5% among 410,000 | activity change, negative = inhibition, % at 57.5 µM | AID 1259415; in the data active means activity change below about -60%; inconclusive means no clear call, values can overlap the other calls; inactive means above about -39%
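Inhibition of viral replication was scored as loss of reporter luminescence in HFFs infected with HCMV-luciferase (MOI 1 PFU/cell) for 72 h; compounds tested at 2 doses, normalized to buffer and Salinomycin controls.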
Numbers without * were called inactive; u = inconclusive; x = no result given; & = joins results of further samples; [ ] = another dose, or the depositor's remark. Unless noted, the call rests on the fitted dose curve; in most records, active means well fitted curve in the direction sought with a large enough effect; inconclusive means small, poorly fitted or top-dose-only effect, or another doubt; inactive means no such curve, though single readings can be large; an effect the other way counts as inactive or inconclusive. Unless noted, on the % scale 0 is the no-effect control and ±100 the full control effect.

SMILES	FBPA Giardia inh	HCV inh	Sm TGR inh	AmpC detergent	AmpC no deterg	HCMV inh
COCCCNC(=S)NC1CC2CCCC(C1)N2Cc1ccco1 (stereo not drawn)	2%	-2%	0%	3%	1.8µM*	9
CCC(C)(C)NC(=O)/C=C/c1ccccc1[N+](=O)[O-]	5%	10%	4%	-10%	-17%	23
COc1ccc(OC)c(-n2c3c(cc(-c4nc(-c5ccc(Cl)cc5)cs4)c2=O)C(=O)CC(C)(C)C3)c1	x	x	39%[activator]	20%	x	3
COc1cc(/C=N/NC(N)=S)ccc1OC(=O)c1ccc(C)cc1	-6%	8%	1%	-8%	-36%	38
Cc1ccccc1OCCOc1cccc(/C=N/NC(=O)Cc2nnc(N)s2)c1	-10%	-23%	-1%	0%	-7%	62
Cn1cccc1C1Nc2ccccc2NC2=C1C(=O)CC(C)(C)C2 (stereo not drawn)	u	-22%	-17%	-5%	-11%	24
CSCCC(NC(=O)c1ccc([N+](=O)[O-])cc1Cl)C(=O)OCC(=O)NC(=O)CN1CCCC1=O (stereo not drawn)	x	8%	-1%	-19%	-3%	-24
O=C(N/N=C\c1cccnc1)c1ccc(Cl)s1	2%	7%	-17%	-7%	-17%	-19
COc1ccc(-c2noc(Cn3cc(S(=O)(=O)N4CCCC4)ccc3=O)n2)cc1	x	4%	5%	u	-20%	0
Nc1ccc2nc(CCc3ccccc3)[nH]c2c1	u	u	8%	-1%	-22%	-15
CC1=C(C)Cc2c(OC(=O)c3ccccc3)ccc(OC(=O)c3ccccc3)c2C1	6%	x	8%	u	-20%	x
Cc1ccc(C(=O)NCc2ccc3c(c2)OCO3)cc1S(=O)(=O)N1CCOCC1	1%	-12%	-8%	-1%	-36%	-28
COc1ccc(Br)cc1S(=O)(=O)n1ccnc1	-11%	7%	4%	4%	-13%	-24
COc1cccc(-c2nnc3n(Cc4ccc(C)cc4)c(=O)c4ccccc4n23)c1O	x	x	0%	20%	x	-8
CC(C)CN(C(=O)COC(=O)C12CC3CC(CC(O)(C3)C1)C2)C1CCS(=O)(=O)C1 (stereo not drawn)	1%	24%	5%	u	0%	18
CC(CNC(=O)Cn1cnc2c(NCc3ccccc3)ncnc21)c1ccccc1 (stereo not drawn)	x	-6%	x	x	-16%	-18
CCOc1ccc(N2CC(C(=O)Nc3cccc(S(=O)(=O)N4CCCC4)c3)CC2=O)cc1 (stereo not drawn)	x	10µM*	-3%	u	3%	2
COC(=O)C1=C(C)NC(=O)/C1=C\c1cc(C)n(-c2ccc(F)cc2)c1C	u	-3%	x	1%	1%	9
COc1ccc(NC(=O)C2CCC(CNc3c(N4CCOCC4)c(=O)c3=O)CC2)cc1Cl (stereo not drawn)	0%	-17%	18%	10%	15%	0
Cc1cc(NC(=O)c2ccccc2)ccc1NC(=O)Cc1ccccc1	1%	2%	-10%	u	-35%	-24
O=C(c1cc(-c2ccccc2O)on1)N1CCc2ccccc2C1	-6%	-15%	8%	0%	-34%	20
CN(C)CCCNC(=O)c1cc(C(=O)Cc2ccc(Cl)cc2)c[nH]1	-1%	-9%	3%	-16%	-4%	-36
COc1ccc(C(=O)CSc2nnc(COc3ccccc3)n2Cc2ccco2)cc1	4%	u	40µM*	-1%	20%	-35
Cc1ccc(NC(=O)OCCN2CCN(Cc3ccccc3)CCC2=O)cc1C	-1%&-2%	-1%[8.37 µM]	3%	-10%	198%[activator]	1
Cc1[nH]c2ccccc2c1C(=O)COC(=O)c1ccc[n+]([O-])c1	-8%	6%	-10%	-7%	8%	-26
COc1ccccc1N1C(C)=CC(=C(C#N)c2nc3ccccc3s2)C=C1C	-13%	u	0%	-2%	-23%	-3
CC1CCN(CCCn2c(=S)[nH]c3c(sc4ccc([N+](=O)[O-])cc43)c2=O)CC1	-20%	-24%	-1%	-7%	-27%	9
COc1ccccc1CNC(=O)CCc1ccccc1	21%	1%	3%	u	-8%	42
CN1CCN(S(=O)(=O)c2ccc(NC(=O)c3csc4ccccc34)cc2)CC1	-7%	10µM*	1%	-10%	54%	134
CC(=O)Nc1ccc(CN2CCc3c([nH]c4ccccc34)C2c2ccccn2)cc1 (stereo not drawn)	-25%	-6%	-7%	0%	102%[activator]	74

One compound at a time, from the list above. Screens in order: FBPA Giardia inh, HCV inh, Sm TGR inh, AmpC detergent, AmpC no deterg, HCMV inh
CN1CCN(S(=O)(=O)c2ccc(NC(=O)c3csc4ccccc34)cc2)CC1 in the list: -7%, 10µM*, 1%, -10%, 54%, 134
CN(C)CCCNC(=O)c1cc(C(=O)Cc2ccc(Cl)cc2)c[nH]1 in the list: -1%, -9%, 3%, -16%, -4%, -36
Cc1ccc(C(=O)NCc2ccc3c(c2)OCO3)cc1S(=O)(=O)N1CCOCC1 in the list: 1%, -12%, -8%, -1%, -36%, -28
O=C(N/N=C\c1cccnc1)c1ccc(Cl)s1 in the list: 2%, 7%, -17%, -7%, -17%, -19

Single values from the entries so far:
In FBPA Giardia inh, COc1ccc(NC(=O)C2CCC(CNc3c(N4CCOCC4)c(=O)c3=O)CC2)cc1Cl (stereo not drawn) reads 0%
In HCMV inh, CC(CNC(=O)Cn1cnc2c(NCc3ccccc3)ncnc21)c1ccccc1 (stereo not drawn) reads -18
In AmpC no deterg, CCOc1ccc(N2CC(C(=O)Nc3cccc(S(=O)(=O)N4CCCC4)c3)CC2=O)cc1 (stereo not drawn) reads 3%
In Sm TGR inh, COc1ccccc1CNC(=O)CCc1ccccc1 reads 3%
In Sm TGR inh, COc1ccc(C(=O)CSc2nnc(COc3ccccc3)n2Cc2ccco2)cc1 reads 40µM*

(list continues)
SMILES	FBPA Giardia inh	HCV inh	Sm TGR inh	AmpC detergent	AmpC no deterg	HCMV inh
c1ccc(CSc2nnc(NC3=NCCCCC3)s2)cc1	1%	-20%	7%	0%	-3%	32
O=C(CO/N=C/c1c(Cl)cccc1Cl)NNC(=O)c1ccc(Cl)cc1	2%	u	2%	-5%	-50%	23
Cc1onc(-c2c(Cl)cccc2Cl)c1C(N)=O	-4%	9%	-1%	0%	-11%	39
O=c1c2c3nc4ccccc4nc3n(Cc3ccccc3)c2ncn1Cc1ccco1	u	u	8.9µM*	-3%	-1%	1
CCOC(=O)C1CCN(C(=O)c2ccc(OC)cc2OC)CC1	4%	10%	-2%	1%	2%	27
COc1ccc(Cl)cc1C(=O)CSc1nnnn1C	0%	-4%	0%	7%	-12%	1
Oc1ccc(Br)cc1CNc1ccccn1	-1%	-13%	6%	10%	-28%	0
CCN(CC)S(=O)(=O)c1ccc(OC)nc1	6%	4%	-22%	-11%	-10%	44
CCOC(=O)Oc1ccc2c(=O)c(Oc3cccc(C)c3)coc2c1	1%	16%	37%[activator]	-1%	-12%	131
Cc1ccc(NC(=O)c2cc([N+](=O)[O-])ccc2NCc2cccnc2)cc1Cl	x	u	-10%	1%	-10%	12
COC(=O)c1ccc(N2CCN(C(=O)C3CC3)CC2)c([N+](=O)[O-])c1	1%	-5%	-13%	1%	4%	-32
O=C(NCc1ccccn1)C1CCN(S(=O)(=O)c2ccccc2C(F)(F)F)CC1	x	3%	4%	2%	100%	13
CS(=O)(=O)N(CC(=O)NCc1ccco1)Cc1ccc(Cl)cc1	-2%	9%	11µM*	6%	18%	39
O=c1oc(Nc2cccc(Cl)c2)nc2ccccc12	1%	-25%	x	-4%	-50%	-24
CN1C(=O)/C(=C/c2ccc(C(=O)NC3CCCC3)cc2)Oc2ccccc21	2%	0%	-4%	6%	-18%	-35
O=C(c1ccco1)N1CCN=C1SCc1cccc(F)c1	4%	17%	1%	4%	-20%	u
NS(=O)(=O)c1ccc(CCNC(=O)C(c2ccccc2)c2ccccc2)cc1	-1%	18%	3%	u	-19%	-3
Cc1cc(=O)n(C(C)C(=O)NCc2ccccc2Cl)c2c1c(C)nn2-c1ccccc1 (stereo not drawn)	x	x	-2%	1%	x	15
Cc1nc2cc(C(=O)O)ccc2n1C1CCCCC1	-5%	-6%	5%	-9%	-9%	-32
O=C1Cc2ccccc2C(c2ccc(Cl)cc2)N1 (stereo not drawn)	3%	0%	4%	-6%	-2%	0
C#CCOc1nc2c(c(=O)n(C)c(=O)n2C)n1Cc1ccccc1	0%	13µM*	-10%	3%	9%	-39
CSCCC(NS(=O)(=O)c1ccccc1F)C(=O)Nc1cccc(C)n1 (stereo not drawn)	x	0%	0%	1%	-14%	14
CCc1noc(C)c1C(=O)OC(C)C(=O)Nc1cc([N+](=O)[O-])ccc1OC (stereo not drawn)	x	u	-3%	-15%	-12%	-12
COc1ccc(C(=O)NCC(c2ccco2)N2CCOCC2)cc1OC (stereo not drawn)	x	1%	-5%	0%	1%	-15
c1cc(SC2CCCCC2)cc(-c2nc3cnccn3c2NC2CCCCC2)c1	x	u	x	x	1%	u
Cc1cc(S(=O)(=O)Nc2cccc(C(=O)O)c2)c(C)c(S(=O)(=O)c2ccc(Cl)cc2)c1	-7%	17%	7%	-5%	-22%	-8
CN1CN=C(N[N+](=O)[O-])N(Cc2ccco2)C1	0%	5%	1%	7%	-12%	-7
CSc1ccccc1C(=O)NCCCn1ccnc1	-21%	25%	0%	1%	-7%	26
CCN(CC)CCN(C(=O)c1ccco1)c1nc2ccc(F)cc2s1	x	x	8%	7%	x	2
CCn1c(CN2CCOCC2)nnc1SCC(=O)Nc1ccccc1C	x	19%	3%	-3%	-15%	-20
COc1cccc(N/C(N)=N/c2nc(C(F)(F)F)cc(C(F)(F)F)n2)c1	-11%	-28%	-1%	-9%	1%	u
COc1ccc(C2NCc3ccccc3-n3cccc32)cc1 (stereo not drawn)	-11%	-9%	0%	-14%	-18%	-28
Cc1ccc(S(=O)(=O)N2CCC3(CC2)OCCO3)s1	x	8%	-11%	2%	265%	35
Cc1cccc(N2CC(O)(c3cccs3)[N+]3=C2CCCC3)c1C (stereo not drawn)	3%	-5%	-1%	-6%	-16%	u
O=C(Nc1ccccc1Oc1ccccc1)C1CCCC1	-1%	17%	0%	-10%	-51%	-33
Cc1ccc(-c2nnc(CN3CCCCC3C)o2)cc1 (stereo not drawn)	-1%	3%	-10%	-12%	-5%	10
Cc1cc(NS(=O)(=O)c2ccc(NC(=O)C(C)Oc3cccc(C)c3C)cc2)nc(C)n1 (stereo not drawn)	-3%	x	-12%	-1%	4%	-38
CCSC1(SCC)N=C(N)C2(C#N)C(c3ccc(OC)c(OC)c3OC)C12C#N (stereo not drawn)	-22%	8.9µM*	14µM*	-8%	0%	3
Cc1cc(Nc2ccccc2)n(-c2cccc(Cl)c2)n1	-7%	u	11%	7%	-22%	-37
CCN(CC)S(=O)(=O)c1ccc2c(c1)c(=O)c(C(=O)NCc1ccccc1)cn2C	x	x	1%	1%	x	4
COC(=O)Nc1ccc(S(=O)(=O)NCc2ccccn2)cc1	-6%	-21%	3%	u	-12%	u
CCOC(=O)c1ccc(NC(=O)c2cc3ccccc3o2)cc1	-4%	-22%	u	-13%	-21%	20
O=C(CSc1nnnn1-c1ccccc1)Nc1ncc2c(n1)CC(c1ccccc1)CC2=O (stereo not drawn)	1%	5%	0%	u	-23%	8

Bioassay records: PubChem BioAssay, National Center for Advancing Translational Sciences (NCATS)
